# Screens as filed in PubChem BioAssay.
# procasp3 activ: activators of human procaspase-3; recombinant procaspase-3 D3A, Ac-DEVD-pNA absorbance 405 nm; activation, % at 8.5 µM; P42574; 330,000 compounds, 0.11% hits;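 active = activation above the mean of all tested compounds plus 3 SD, cut at about 21% in these data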;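 note: 0% = DMSO alone and 100% = DMSO wells spiked with extra 5 µM PC-3 D3A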
#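 Evaluation: percent activation relative to control range; Material: Procaspase-3 D3A mutant, all three cleavage aspartates alanine; Compound: single dose, 8.5 µM nominal compound, 0.8% DMSO; Replication: one well per compound; Signal: absorbance at 405 nm, 0 and 120 min; Schedule: 1 h preincubation plus 2 h reaction at 25 °C.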
# RPL19A-GFP yeast: alters RPL19A-GFP fluorescence in TOR pathway yeast screen; AID 2025; 330,000 compounds, 0.3% hits; S. cerevisiae RPL19A-GFP strain, flow cytometry, 3 h; hits give low values; percent response vs DMSO, % at 10 µM;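 active = percent response vs DMSO below 50%; inconclusive = fewer than 70 events counted for the yeast strain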;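 note: median channel GFP fluorescence of the barcoded RPL19A-GFP strain; ratio of sample median GFP to plate DMSO average so 100% = DMSO; lower means less RPL19A-GFP as with rapamycin TOR inhibition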
# AHR activator: human AHR activation. AHR-responsive luciferase reporter cells, luminescence. 320,000 compounds, 2.5% hits. AID 2796. activation, % at 5 µM; in the data active = activation above about 47%;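 note: 0% = vehicle wells and 100% = reference agonist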
# Target sequence (P35869 whole entry, looked up): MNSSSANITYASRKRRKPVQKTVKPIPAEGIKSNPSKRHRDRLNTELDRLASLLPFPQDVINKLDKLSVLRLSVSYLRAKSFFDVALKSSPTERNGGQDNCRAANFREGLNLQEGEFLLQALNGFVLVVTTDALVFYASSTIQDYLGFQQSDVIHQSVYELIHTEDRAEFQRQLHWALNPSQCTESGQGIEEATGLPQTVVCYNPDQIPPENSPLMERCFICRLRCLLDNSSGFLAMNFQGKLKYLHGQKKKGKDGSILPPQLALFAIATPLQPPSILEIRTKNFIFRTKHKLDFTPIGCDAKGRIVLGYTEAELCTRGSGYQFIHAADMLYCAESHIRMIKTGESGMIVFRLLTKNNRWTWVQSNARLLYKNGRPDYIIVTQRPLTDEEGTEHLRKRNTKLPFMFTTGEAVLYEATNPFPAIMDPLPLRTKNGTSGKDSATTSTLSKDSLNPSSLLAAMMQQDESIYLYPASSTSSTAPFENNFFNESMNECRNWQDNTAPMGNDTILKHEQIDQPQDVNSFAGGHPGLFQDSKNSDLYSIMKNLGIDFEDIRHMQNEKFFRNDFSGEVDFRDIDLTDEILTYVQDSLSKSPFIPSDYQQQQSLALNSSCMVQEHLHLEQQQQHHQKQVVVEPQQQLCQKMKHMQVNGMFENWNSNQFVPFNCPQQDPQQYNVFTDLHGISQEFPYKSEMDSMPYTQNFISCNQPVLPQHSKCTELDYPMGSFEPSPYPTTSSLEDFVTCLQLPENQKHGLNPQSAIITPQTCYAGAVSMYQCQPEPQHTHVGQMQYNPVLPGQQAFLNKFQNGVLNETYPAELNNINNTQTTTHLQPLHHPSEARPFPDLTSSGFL
# MEP2 TOR yeast: yeast TOR pathway MEP2-GFP modulation; S. cerevisiae MEP2-GFP strain, flow cytometry GFP, 3 h; 100% = DMSO control level; GFP response vs DMSO, % at 10 µM; 330,000 compounds, 0.51% hits; AID 2016;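 active = GFP response versus DMSO above a set limit, roughly screen mean plus 3 SD, cut at about 180% in these data; inconclusive = fewer than 70 cells counted for a yeast strain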;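 note: median GFP fluorescence of the barcode-gated MEP2-GFP cells per well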
# CIT2 TOR yeast: modulators of TOR pathway CIT2-GFP in S. cerevisiae | S. cerevisiae CIT2-GFP strain, flow cytometry, 3 h; 100 means same as DMSO wells | GFP response vs DMSO, % at 10 µM | 320,000 compounds, 0.065% hits | AID 2029;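 active = GFP response relative to DMSO above a set limit, near the screen mean plus 3 SD, cut at about 150% in these data; inconclusive = Fewer than 70 cells measured for a yeast strain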;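 note: ratio of well median GFP fluorescence to mean of DMSO wells on the plate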
# AGP1 TOR yeast: modulators of TOR pathway AGP1-GFP in S. cerevisiae | S. cerevisiae AGP1-GFP multiplex flow cytometry, 3 h; GFP as percent of DMSO wells | GFP response vs DMSO, % at 10 µM | 320,000 compounds, 0.02% hits | AID 2066;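 active = GFP response relative to DMSO above a set limit, near screen average plus 3 SD, cut at about 150% in these data; inconclusive = fewer than 70 cells counted for the yeast strain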;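 note: median GFP channel fluorescence of the gated AGP1 strain per well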
# LAP4-GFP MLPCN: modulators of TOR pathway LAP4-GFP in S. cerevisiae | GFP response vs DMSO, % at 10 µM | S. cerevisiae LAP4-GFP multiplex, flow cytometry GFP, 3 h; median GFP as percent of DMSO wells | AID 2023 | 320,000 compounds, 0.34% hits;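 active = GFP response vs DMSO above a set limit, about the screen mean plus 3 SD, cut at about 150% in these data; inconclusive = under 70 cell events counted for the yeast strain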
# proCasp7 act: activates human procaspase-7, counter-screen for procaspase-3 activators; activation, % at 8.5 µM; recombinant procaspase-7, Ac-DEVD-pNA absorbance 405 nm; D23A/D198A/D206A triple mutant, cannot self-cleave; scale: DMSO 0, 5 µM enzyme 100; 330,000 compounds, 0.093% hits;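 active = percent activation above the screen-wide mean plus 3 SD, cut at about 25% in these data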
#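 Assay system: Uncleavable procaspase-7 mutant enzyme | Input: 2 µM procaspase-7 mutant as dispensed | Timing: 1 h compound preincubation, 2 h substrate cleavage, 25 °C | Repeats: One well per compound | Control set: DMSO wells as 0%, DMSO with 5 µM added PC-7 as 100% | Technique: Epi-absorbance of released pNA at 405 nm, two timepoints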
# The depositor's hits bear a star; ? = inconclusive; · = not tested or not shown.
SMILES,procasp3 activ,RPL19A-GFP yeast,AHR activator,MEP2 TOR yeast,CIT2 TOR yeast,AGP1 TOR yeast,LAP4-GFP MLPCN,proCasp7 act
Cc1nn(Cc2ccc(F)cc2)c(C)c1NC(=O)c1noc2c1CCCCC2,9,98,2,94,101,103,95,8
COc1ccc(Cn2cc(F)c(=O)n(CCC(C)C)c2=O)cc1[N+](=O)[O-],6,101,2,104,102,96,99,11
Cc1cc(NC(=O)CSc2nc(=O)cc(N)n2-c2ccc(C)c(C)c2)no1,6,100,-2,97,·,95,81,6
Cc1nnsc1C(=O)N1CCCC(Nc2ccc(F)c(F)c2)C1 (stereo unspecified),3,92,2,100,99,103,106,6
CCCn1c(=NC(=O)c2c(-c3c(F)cccc3Cl)noc2C)c(C(=O)OCC)cc2c(=O)n3ccccc3nc21,6,107,0,107,111,110,99,1
Cc1ccc(/C=C2\SC(=S)N(c3c(C)n(C)n(-c4ccccc4)c3=O)C2=O)cc1,-17,97,0,95,95,96,98,-15
Cc1ccn2cc(-c3cccc(S(=O)(=O)N4CCCCC4)c3)nc2c1,4,104,14,101,100,103,94,-6
CCOC(=O)c1ccccc1NS(=O)(=O)c1cnn(CC)c1C,5,102,-2,110,109,102,107,-4
N#Cc1c(/N=C/c2ccc(-c3ccc(C(=O)O)c(Cl)c3)o2)sc2c1CCCC2,4,95,1,101,98,93,96,0
COc1ccc(C(C)(C)C)cc1NC(=O)c1c(C)noc1C,5,100,81*,103,105,102,106,-7
COC(=O)CN(C(=S)Nc1ccc(F)cc1)C1CC(=O)N(c2ccc(OC)cc2)C1=O (stereo unspecified),7,102,1,102,95,100,93,-6
CN(C(=O)CSc1nnc(-c2ccccc2F)n1N)C1CCCCC1,-8,94,2,98,90,96,97,3
O=C(CCn1c(=S)oc2ccccc21)Nc1cccc(F)c1,6,105,-3,108,102,106,100,4
C(=N\n1cnnc1)/c1ccccc1OCCOc1ccccc1,2,100,4,98,105,97,108,11
COc1cc(C(=O)N(Cc2ccco2)Cc2cc3ccccc3[nH]c2=O)cc(OC)c1OC,-3,101,2,98,·,96,98,-3
CC(=O)NC1=C(C#N)C(c2ccccc2)c2c(ccc3ccccc23)O1 (stereo unspecified),-2,100,3,103,108,114,105,-3
CC(C)OC(=O)c1nnc(Cc2ccc(Cl)cc2)o1,8,100,-1,110,104,102,100,6
Nc1ccccc1C(=O)N1CCC(O)(c2ccc(Cl)cc2)CC1,·,97,·,106,97,91,94,·
Cc1cccc(-c2noc(CN(C)C(=O)c3ccoc3C)n2)c1,6,106,-2,108,103,102,103,10
Clc1ccc2nc(-c3ccc(Br)s3)cn2c1,5,98,21,102,100,89,108,-3
COc1ccccc1Nc1nnc(SCC(=O)c2cc(C)n(CC3CCCO3)c2C)s1 (stereo unspecified),-8,96,3,96,91,94,98,6
Oc1c(Br)cc(Br)cc1/C=N/c1nccs1,0,83,2,88,73,59,194*,-15
COc1ccc(C2CC(=O)c3cnc(NC(=O)c4ccco4)nc3C2)cc1 (stereo unspecified),4,94,3,92,95,88,85,3
Cc1ccc(OCC(=O)NCCN2CCCC2)cc1,8,95,14,104,101,·,94,4
Cc1cc(N2CCCCCC2)nc2ccccc12,-10,96,24,100,104,96,98,-12
O=C(COC(=O)C1CC1)Nc1ccc(S(=O)(=O)N2CCOCC2)cc1,1,104,0,115,123,108,102,2
COC(=O)c1sc(NC(=O)c2cc(C)on2)nc1C,1,114,11,99,98,78,97,10
COc1cccc(C2=CC(c3ccc(N(C)C)cc3)n3ncnc3N2)c1 (stereo unspecified),-29,98,16,99,87,94,109,-44
O=C(N=Nc1c(O)[nH]c2ccc(Cl)cc12)c1cc(-c2cccs2)nc2ccccc12,-5,?,5,?,?,?,?,2
O=C(O)CCCN1C(=O)/C(=C/c2ccc(-c3nc4ccccc4s3)o2)SC1=S,-6,97,3,114,102,103,97,9
CCN(c1cccc(C)c1)S(=O)(=O)c1ccc2c(c1)NC(=O)CS2,9,92,2,104,96,92,91,2
CCn1c(=O)n(CC)c2cc(NC(=O)CSc3ccc([N+](=O)[O-])cn3)ccc21,7,103,-1,106,105,106,94,9
CCc1ccc(NC(=O)CCN2C(=O)c3cccnc3C2=O)cc1,0,99,1,98,100,103,103,5
Cc1cc(-c2ccccc2)nc(N/N=C/c2ccc(N(C)C)cc2)n1,-11,91,15,95,83,93,115,-5
Cc1ccccc1N1CCN(C(=O)C2CCCCC2)CC1,5,96,0,99,95,101,102,-15
CCCCn1c(SCC(=O)Nc2nnc(CC)s2)nc2ccccc2c1=O,-1,98,-3,101,102,99,100,9
CC(C)Oc1ccc(C(=O)CCN2CCOCC2)cc1,-13,91,-1,97,91,102,104,-4
Cc1nc2sc(C(c3ccco3)N3CCN(c4ccc(F)cc4)CC3)c(O)n2n1 (stereo unspecified),2,100,1,96,120,108,105,19
COc1ccc(S(=O)(=O)N(C)c2ccc(C(=O)Nc3ccccc3C(=O)N3CCOCC3)cc2)cc1,-1,104,2,107,107,108,106,7
O=C(Nc1cccc(C(F)(F)F)c1)c1cccnc1N1CCN(c2ccccc2)CC1,-2,97,0,110,94,100,101,-14
O=C1CN(C(=O)COC(=O)CNS(=O)(=O)c2ccccc2)c2ccccc2N1,-3,104,2,111,92,101,105,6
COc1ccccc1CN1CCNC(=O)C1CC(=O)NCC1CCOCC1 (stereo unspecified),1,114,3,99,106,107,94,7
CCOc1c2ccc(C(=O)N[C@H](C)C3CCCCC3)cc2nn1CCOC,0,105,2,99,112,102,117,5
O=C1Nc2ccccc2Oc2cc([N+](=O)[O-])ccc21,9,98,16,91,99,89,91,13
O=C(CCCN1C(=O)S/C(=C\c2ccccc2)C1=O)NNC(=O)c1ccccc1O,-4,89,-8,90,87,89,84,-5
COc1ccc(-c2noc(CN3CCN(c4ccccc4F)CC3)n2)cc1OC,1,103,3,105,108,105,103,2
Cc1ccc(N(C(=O)CNC(=O)c2cccs2)C(C(=O)NC2CCCC2)c2ccncc2)cc1 (stereo unspecified),-4,101,1,110,107,95,94,-8
COC(=O)c1c(NC(=O)CN2CCN(c3ccccc3Cl)CC2)sc(C)c1C,0,105,2,165,101,97,115,8
CC(=O)NC(=S)Nc1ccc(S(=O)(=O)N(C)Cc2ccccc2)cc1,-5,92,-1,94,94,101,99,-6
Cc1ccc(NC(=O)CSc2nnc(Cn3cnc4ccccc43)o2)c(C)c1,-5,101,7,103,99,103,101,16
O=C(c1ccco1)c1cn(CC(=O)N2CCCCC2)c2ccccc12,2,104,3,110,99,108,109,7
O=C(O)c1ccc(N=N/C(=N\Nc2ccc(C(=O)O)cc2)c2ccccc2)cc1,-7,94,6,97,69,80,125,6
Cc1ccc(CNC(=S)N2CCOCC2)cc1,9,106,1,102,78,100,98,5
Cn1c(=O)c2c(nc(CN3CCN(CCO)CC3)n2Cc2cccc3ccccc23)n(C)c1=O,3,106,0,108,116,112,105,12
Cc1ccc(S(=O)(=O)N2CCN(C(=O)Cc3ccc(S(=O)(=O)N4CCOCC4)s3)CC2)cc1,-5,102,0,113,104,98,101,-3
CS(=O)(=O)c1ccc(C(=O)OCC(=O)N(CCc2ccccc2)Cc2ccccc2)cc1,10,97,1,96,101,106,102,12
COc1ccc(NC(=O)C2CCCN(S(=O)(=O)c3ccc4[nH]c(=O)ccc4c3)C2)cc1 (stereo unspecified),7,100,-1,99,97,102,104,10
C=CCSc1ncccc1C(=O)NCc1ccccc1,-7,102,0,98,102,·,107,-12
CCOC(=O)[C@@H]1[C@H]2COc3ccc(Br)cc3[C@@H]2N2C(=O)N(c3ccc(C(F)(F)F)cc3)C(=O)[C@@]12C,0,97,9,106,104,100,91,-2
COc1ccc(-n2nnnc2SCC(=O)Nc2ccc3c(c2)OCCO3)cc1OC,2,92,0,100,102,101,98,1

# Other entries
SMILES,procasp3 activ,RPL19A-GFP yeast,AHR activator,MEP2 TOR yeast,CIT2 TOR yeast,AGP1 TOR yeast,LAP4-GFP MLPCN,proCasp7 act
Cc1ccc(C)c(NC(=O)CN(C)C(=O)/C=C/c2ccco2)c1,0,95,-1,69,98,89,107,2
CN(C)/C=c1\sc2c(C#N)cc(C(=O)c3ccc(Br)cc3)n2c1=O,4,103,7,105,104,99,102,-8
COCCn1c(SCc2nc(N)nc(Nc3ccccc3C)n2)nc2ccccc2c1=O,4,97,18,103,97,101,96,-2
CCn1c(SCC(=O)NC2CCCCC2)nnc1-c1ccccn1,-2,94,1,93,105,?,?,-4
CCOC(=O)/C=C/C(=O)Nc1ccc(S(=O)(=O)N(C)c2ccccc2)cc1,-2,101,3,92,90,94,101,0
Cc1cc(C(=O)N2CCN(c3ccccn3)CC2)no1,6,95,-2,98,93,97,96,0
CSc1nc2ccc(NC(=O)c3ccc(Cl)s3)cc2s1,-7,99,10,106,103,98,97,-7
Nc1nc(-c2ccc(Br)cc2)c(S(=O)(=O)c2ccccc2)s1,-5,101,1,101,107,96,100,-9
COc1ccccc1NS(=O)(=O)c1ccc(N/N=C/c2c(C)nn(-c3ccccc3)c2N2CCCC2)c([N+](=O)[O-])c1,10,97,-1,93,97,97,92,12
COc1ccc(N2CCN(C(=O)CCN3C(=O)c4ccccc4S3(=O)=O)CC2)cc1,-6,96,6,104,99,100,99,-15
CSCC(=O)N1CCC(n2nccc2NC(=O)CCCc2ccccc2)CC1,10,95,1,102,103,109,102,6
Cc1ccc(-c2cc(C(=O)N3CCOCC3)no2)cc1,3,?,-1,?,?,?,?,5
COc1ccc(C(C)=O)cc1CN1C(=O)NC2(CCCCCC2)C1=O,-3,95,-3,105,91,99,104,7
O=C(NCc1cccnc1)Nc1cccc([N+](=O)[O-])c1,-12,101,19,97,98,101,100,-1
CCC1CCC2(CC1)NC(=O)N(CC(=O)Nc1cccc(S(=O)(=O)N(C)c3ccccc3)c1)C2=O (stereo unspecified),11,99,2,97,93,99,106,0
CCOc1cc(C2C3=C(CCCC3=O)OC3=C2C(=O)CCC3)cc([N+](=O)[O-])c1O,-1,99,2,96,104,105,85,-2
CCc1noc(C)c1C(=O)N(CCCOC)c1c(N)n(Cc2ccccc2)c(=O)[nH]c1=O,15,100,1,102,102,110,108,-1
CCCCS(=O)c1snnc1C (stereo unspecified),4,105,-2,104,·,107,102,-3

# Not a hit list. About 3.5% of those tested had a hit in this group.
